BoNT F protease: inhibitors of Botulinum neurotoxin F light chain protease; Multiplex microsphere protease cleavage assay, flow cytometry; inhibition, % at 10 µM; 360,000 compounds, 0.22% hits; AID 588497; in the data active = inhibition above about 35%, passing the limit was not always enough; inconclusive = no clear call, values can overlap the other calls; also: plate controls were buffer without enzyme for full effect and enzyme alone for no effect
GDH-TPI counter: GDH-TPI coupled enzyme inhibition counter-screen | GDH-TPI coupled enzyme counterscreen, NADH absorbance | AID 588335 | inhibition, % at 4.8 µM | 360,000 compounds, 1.2% hits; in the data active = inhibition above about 30%;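 also: 0% = DMSO wells and 100% = wells lacking the enzyme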
Rv3671c inh: Rv3671c (M. tuberculosis) protease inhibition; 320,000 compounds, 0.048% hits; inhibition, % at 5.96 µM; P9WHR9; in the data active = inhibition above about 38%;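 also: extracellular domain of Rv3671c used as enzyme; 0% = enzyme with DMSO and 100% = no enzyme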
Target sequence (P9WHR9 whole entry, looked up, the tested form may be a part): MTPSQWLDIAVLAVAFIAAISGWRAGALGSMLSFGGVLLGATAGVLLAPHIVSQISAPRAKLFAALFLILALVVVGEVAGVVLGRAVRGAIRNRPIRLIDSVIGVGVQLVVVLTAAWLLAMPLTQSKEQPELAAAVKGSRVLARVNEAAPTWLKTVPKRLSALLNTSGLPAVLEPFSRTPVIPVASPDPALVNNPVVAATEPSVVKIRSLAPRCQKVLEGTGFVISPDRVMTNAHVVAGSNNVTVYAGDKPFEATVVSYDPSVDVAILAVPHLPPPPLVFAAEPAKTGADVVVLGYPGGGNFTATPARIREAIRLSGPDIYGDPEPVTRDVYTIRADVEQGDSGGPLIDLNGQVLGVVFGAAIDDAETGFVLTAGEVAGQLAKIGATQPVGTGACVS
Mtb BioA inh: blocks M. tuberculosis BioA enzyme activity; purified M. tuberculosis BioA enzyme, plate reader; inhibition, % at 9.99 µM; 360,000 compounds, 0.096% hits; AID 602481; in the data active = inhibition above about 40%; inconclusive = no clear call, values can overlap the other calls
FadD28 FP inh: M. tuberculosis FadD28 bisubstrate binding inhibition. FadD28 bisubstrate probe binding, fluorescence polarization. inhibition, % at 12.5 µM. 360,000 compounds, 0.22% hits. AID 588549; in the data active = inhibition above about 8.5%, passing the limit was not always enough; inconclusive = no clear call, values can overlap the other calls
MazF activator: increases E. coli MazEF RNase cleavage of RNA; FAM/BHQ RNA-DNA oligo cleavage fluorescence, 5 h; activation, % at 20 µM; 350,000 compounds, 0.32% hits; in the data active = activation above about 50%
Target sequence (P0AE70 whole entry, looked up): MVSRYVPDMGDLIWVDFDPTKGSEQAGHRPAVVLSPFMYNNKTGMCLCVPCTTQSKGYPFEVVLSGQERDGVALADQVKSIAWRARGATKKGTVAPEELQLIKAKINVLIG
Mtb FBA inh: inhibitors of M. tuberculosis fructose-bisphosphate aldolase. AID 588726. 360,000 compounds, 2.3% hits. inhibition, % at 1 µM. P9WQA3. purified M. tuberculosis FBA, fluorescence read-out; in the data active = inhibition above about 27%;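 also: 0% = vehicle and 100% = reference inhibitor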
Target sequence (P9WQA3 whole entry, looked up): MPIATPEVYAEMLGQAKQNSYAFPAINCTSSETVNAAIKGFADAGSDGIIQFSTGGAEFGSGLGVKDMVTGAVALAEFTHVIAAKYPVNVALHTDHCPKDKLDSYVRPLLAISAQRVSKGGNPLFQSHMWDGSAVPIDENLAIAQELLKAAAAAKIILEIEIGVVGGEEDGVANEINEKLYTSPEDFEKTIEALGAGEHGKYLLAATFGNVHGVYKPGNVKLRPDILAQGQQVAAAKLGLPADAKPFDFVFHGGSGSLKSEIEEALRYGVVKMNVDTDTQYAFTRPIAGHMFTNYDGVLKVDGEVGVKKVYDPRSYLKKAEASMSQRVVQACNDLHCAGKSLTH
Mtb UGM inh: blocks M. tuberculosis UGM enzyme | purified UGM, fluorescence polarization probe displacement | 320,000 compounds, 0.06% hits | inhibition, % at 10 µM | AID 504406 | P9WIQ1; in the data active = inhibition above about 10%, passing the limit was not always enough; inconclusive = no clear call, values can overlap the other calls
PrPC TRFRET: inhibitors of human cell surface prion protein PrPC | inhibition, % at 13.8 µM | P04156 | AID 720596 | TR-FRET read-out | 370,000 compounds, 0.43% hits; in the data active = inhibition above about 24%; also: 0% = median of the test wells and 100% = reference compound wells
An asterisk follows results filed as active; ? = inconclusive; · = not tested or not shown; & = joins results of further samples.

The line under a structure holds: Mtb BioA inh	FadD28 FP inh	BoNT F protease	MazF activator	GDH-TPI counter	PrPC TRFRET	Mtb UGM inh	Rv3671c inh	Mtb FBA inh
O=[N+]([O-])c1cccc(/C=N/NC2=NCCCCC2)c1
  ·	-0.3	4	4	13	-28	3.8	-12	-2
O=C(N/N=C/C=C/c1ccco1)c1ccccc1Cl
  ·	-0.3	0	7	27	-2	-0.8	5	0
Nc1ccc(Cc2ccc([N+](=O)[O-])cc2)cc1
  -1.2	0.3	-8	-1	11	8	·	·	-1
CC(OC(=O)Cn1cnc2ccccc2c1=O)C(=O)N(C)c1ccccc1 (stereo not given)
  -0.2	-4.4	7	-4	-1	-1	0.1	7	-3
COc1ccc(/C=N/N2CCN(C)CC2)cc1O
  ·	-4.8	5	-6	17	5	-0.3	3	-1
O=C(COC(=O)c1ccc2ccccc2n1)NC1CCCCC1
  -1.6	-1.8	-5	-5	-2	-5	·	2	1
CC(C)(C)NC(=O)C(c1cccs1)N(C(=O)c1csnn1)c1ccccc1F (stereo not given)
  ·	-2.3	0	5	12	2	-2.6	-3	-4
COc1ccccc1NC(=O)CSc1ncc(CO)n1Cc1ccc(F)cc1
  2.3	-1.8	-4	4	-4	3	-1.8	0	-1
O=C1CC2(CCN(C(=O)c3cccc(Cl)c3)CC2)Oc2ccccc21
  6.8	-2.3	0	1	-11	-10	-2.3	2	5
COc1ccc(C(C)=O)cc1CN1C(=O)NC(c2ccccc2)(c2ccccc2)C1=O
  0.9	-2.9	-20	2	5	7	-3.0	0	4

Following part.
The line under a structure holds: Mtb BioA inh	FadD28 FP inh	BoNT F protease	MazF activator	GDH-TPI counter	PrPC TRFRET	Mtb UGM inh	Rv3671c inh	Mtb FBA inh
CCCCn1c(N)c(N(CC)C(=O)c2cnc(C)cn2)c(=O)[nH]c1=O
  ·	-2.2	2	8	1	-6	-2.0	-6	2
Cc1cc(NS(=O)(=O)c2ccc(NC(=S)NC(=O)c3ccc(F)cc3Cl)cc2)no1
  ·	-3.8	4	-3	-2	-4	-0.7	-10	-1
Cc1ccc(Sc2ncnc3onc(C)c23)cc1
  -0.7	-5.3	-4	-11	0	5	5.9	5	-3
CSc1ccc(C(=O)C2CCCN(C(=O)c3cc4cc(F)ccc4[nH]3)C2)cc1 (stereo not given)
  ·	0.4	9	-7	-3	2	1.2	-10	1
COC(=O)Cn1cnc2sc(C)c(S(=O)(=O)N3CCN(c4ccccc4OC)CC3)c2c1=O
  -1.7	-1.6	-12	-5	-13	10	-0.3	-9	-14
C=CCN(CC=C)CCCOc1ccc(C)cc1OC
  ·	-1.2	7	1	7	-7	1.5	-3	0
NC(=O)/C(N=Nc1ccccc1)=N/Nc1ccccc1
  1.2	-0.7	-7	4	5	-4	-2.9	0	-5
COc1ccc(/C=N/c2c(-c3ccco3)nc3ccccn23)cc1OC
  0.2	0.0	·	13	9	-12	2.9	7	8
O=C(Nc1ccc2nn(-c3ccccc3)nc2c1)c1ccc(Br)o1
  -1.2	-1.3	2	-17	23	-2	0.9	-29	8
CSCCC1(C(=O)O)NC(c2ccccc2O)C2C(=O)N(C(C)C)C(=O)C21 (stereo not given)
  -1.0	1.4	5	15	8	10	-0.9	6	3

Shown tab-delimited: 3 of the compounds above.
structure	Mtb BioA inh	FadD28 FP inh	BoNT F protease	MazF activator	GDH-TPI counter	PrPC TRFRET	Mtb UGM inh	Rv3671c inh	Mtb FBA inh
COc1ccccc1NC(=O)CSc1ncc(CO)n1Cc1ccc(F)cc1	2.3	-1.8	-4	4	-4	3	-1.8	0	-1
Cc1cc(NS(=O)(=O)c2ccc(NC(=S)NC(=O)c3ccc(F)cc3Cl)cc2)no1	·	-3.8	4	-3	-2	-4	-0.7	-10	-1
NC(=O)/C(N=Nc1ccccc1)=N/Nc1ccccc1	1.2	-0.7	-7	4	5	-4	-2.9	0	-5

The list continues.
The line under a structure holds: Mtb BioA inh	FadD28 FP inh	BoNT F protease	MazF activator	GDH-TPI counter	PrPC TRFRET	Mtb UGM inh	Rv3671c inh	Mtb FBA inh
COc1cc(CNCc2ccncc2)ccc1OCC(N)=O
  -0.5	-3.2	?	-9	-1	5	·	·	-5
CCCCC1(C)OC(=O)C(=Cc2ccc(N(CC)CC)cc2)C(=O)O1 (stereo not given)
  -0.5	-2.4	12	-450	28	-1	-0.9	-44	4
CCCCNC(=O)c1cc2cccc([N+](=O)[O-])c2[nH]1
  -1.3	-2.3	?	-3	1	-19	-0.1	1	1
Cc1ccc(CNC(=O)CCNC(=O)N2CCn3c2nc2ccccc23)cc1
  -2.0	-0.7	-3	4	2	3	-3.7	-11	1
CCCN(CCC)C(=O)Cn1c(=O)n(CCCCC(=O)NCc2ccco2)c(=O)c2ccccc21
  0.1	-3.9	5	13	-2	1	-2.0	-6	0
Cc1noc(C)c1COC(=O)CCC(=O)c1ccc(F)cc1
  -0.4	-0.4	-18	17	6	-1	-2.4	8	1
Cc1cccc([N+](=O)[O-])c1C(=O)O
  -0.5	0.1	-8	4	2	-12	2.3	4	4
O=C(Cn1c(=O)n(CCCC(=O)NC2CCCC2)c(=O)c2ccccc21)NCCC1=CCCCC1
  -2.3	-2.8	-15	-1	4	-7	-0.9	-6	1
CCOC(=O)c1c(S(=O)(=O)NCC(=O)Nc2cccc(C)n2)c(C)n(C)c1C
  0.7	-1.9	1	9	-10	-8	-4.5	9	2
Cc1ccc(C)c(NC(=O)CN(C)C(=O)C2CCN(C(=O)Nc3ccccc3)CC2)c1
  ·	-0.7	-3	6	6	-3	2.5	-4	4

More structures follow.
The line under a structure holds: Mtb BioA inh	FadD28 FP inh	BoNT F protease	MazF activator	GDH-TPI counter	PrPC TRFRET	Mtb UGM inh	Rv3671c inh	Mtb FBA inh
O=C(O)CCC(=O)N1CCN(c2nc3ccccc3s2)CC1
  -0.8	0.0	-134	7	-2	-5	0.8	7	-3
CC(C)C(NC(=O)Cc1ccccc1)C(=O)N1CCN(c2cccc(Cl)c2)CC1 (stereo not given)
  0.7	-3.7	-1	-5	2	2	0.9	-1	0
CCCC(=O)N1CCCC(c2nc(-c3cccc(OC)c3)no2)C1 (stereo not given)
  ·	-3.8	-7	11	-1	-3	-1.9	5	-1
CCNC(=O)c1ccc(NC(=O)CC2SC(N3CCCC3)=NC2=O)cc1 (stereo not given)
  ·	-0.7	-1	5	-2	0	-0.8	0	2
O=C(NC1CCCC1)c1ccc(Cl)c(S(=O)(=O)N2CCOCC2)c1
  -0.2	·	0	9	-1	-6	-1.0	2	-3
COc1cc(-c2[nH]nc3c2C(c2ccco2)C(C#N)=C(N)O3)cc(OC)c1OC (stereo not given)
  ·	-5.8	-4	8	8	-5	-4.9	-1	-2
O=C(O)CC1(CC(=O)Nc2cccc(C(F)(F)F)c2)CCCC1
  -0.6	-0.7	-1	8	2	7	-3.5	0	1
CC(=O)Oc1c(-c2ccco2)oc2ccccc2c1=O
  ·	-1.8	-7	3	44*	0	-7.5	5	22
O=C(COc1ccccc1Br)Nc1ccccc1C(F)(F)F
  ·	-4.6	-10	2	10	3	5.4	-7	-3
CCCC(C(=O)NC1CCCC1)N(Cc1ccccc1)C(=O)c1snc(C(N)=O)c1N (stereo not given)
  -0.4	-4.2	-5	0	8	-4	3.6	3	1

Following part
The line under a structure holds: Mtb BioA inh	FadD28 FP inh	BoNT F protease	MazF activator	GDH-TPI counter	PrPC TRFRET	Mtb UGM inh	Rv3671c inh	Mtb FBA inh
N#CCCn1cc(C(=O)Nc2ccccn2)c(-c2ccccc2)n1
  -0.7	0.2	5	-22	0	-5	-1.4	-3	2
COc1cccc(NC(=O)Cc2nnc(SCCOc3ccccc3)n2C)c1
  1.6	-3.1	-8	-1	10	2	-2.9	1	2
COc1ccccc1CCNC(=O)c1cc(COc2cccc(C(F)(F)F)c2)on1
  -3.2	1.5	2	2	7	0	-0.7	-25	0
C[C@@H]1CN([C@H](C)CO)C(=O)CCCn2cc(nn2)CO[C@H]1CN(C)C(=O)c1ccc2ccn(C)c2c1
  -1.0&-1.8	0.2	-2	·	·	1	·	·	4
Cc1cccc(C)c1NC(=S)N1CCCCCC1
  0.2	-2.9	5	4	-1	-1	-2.2	-4	0
Cc1noc(C)c1CCC(=O)Nc1cc(Cl)ccc1C(=O)O
  -0.4	-6.9	-13	-6	5	3	·	·	1
CNC(=O)Nc1cc(C(F)(F)F)cc(C(F)(F)F)c1
  -0.2	-2.4	·	6	-9	-2	-2.3	-7	-1
COCCNC(=S)N1CCN(C(c2ccccc2)c2ccccc2)CC1
  1.3	-4.2	-1	-6	9	-3	2.6	·	-1
CCC(C)NC(=O)/C=C/c1ccc(S(=O)(=O)NCc2ccco2)cc1 (stereo not given)
  -1.3	-3.7	-2	4	2	-11	-0.5	-1	4
O=C(Nc1cccc(C(F)(F)F)c1)C1Cc2c(-c3cccc(F)c3)ccnc2O1 (stereo not given)
  0.2	-0.5	-1	·	4	2	·	·	-1

More results
The line under a structure holds: Mtb BioA inh	FadD28 FP inh	BoNT F protease	MazF activator	GDH-TPI counter	PrPC TRFRET	Mtb UGM inh	Rv3671c inh	Mtb FBA inh
Cc1ccc(S(=O)(=O)N2CCN(C(=O)CCC(=O)OCC(=O)Nc3cccc(C#N)c3)CC2)cc1
  -0.3	-0.7	-3	5	10	-1	-0.5	-1	-1
Cc1c(NC(=O)C(C)N2C(=O)NC3(CCC(C)CC3)C2=O)c(=O)n(-c2ccccc2)n1C (stereo not given)
  ·	0.4	-2	-4	5	3	0.4	-1	4
COCc1cc(=O)oc2cc(NS(=O)(=O)c3ccc(C)cc3)ccc12
  -0.4	-2.0	·	3	12	3	-3.9	-6	62*
Cc1ccc(OCCCN2C(=O)C(=O)c3cc(C)ccc32)cc1
  -2.2	-0.1	2	-1	9	4	0.4	13	-1
OC(c1ccccc1)(c1ccccc1)c1ncc[nH]1
  0.1	-0.6	-2	1	-3	0	-0.1	-4	1
O=C(CSC(=S)N1CCCC1)Nc1cc2c(cc1Br)OCCO2
  -14	-1.5	2	31	-8	3	-0.7	0	1
CCN(CC(=O)NCc1cccs1)C(=O)c1ccc(OC)c(OC)c1
  -2.7	-0.5	8	7	9	1	2.9	5	3
Cc1cccc(NC(=O)c2ccc(COc3ccccc3[N+](=O)[O-])o2)n1
  ·	-2.2	?	5	-1	21	0.5	-3	0
Cc1ccc(N=Cc2c(O)n(-c3nccs3)c(=O)c3ccccc23)cc1
  0.7	-0.1	3	7	8	3	0.0	-20	4
CCN(CC)S(=O)(=O)c1ccc(C(=O)Oc2coc(CSc3nc(C)cc(C)n3)cc2=O)cc1
  ·	-0.4	3	-1	1	-3	3.7	2	2

Remaining list, next part
The line under a structure holds: Mtb BioA inh	FadD28 FP inh	BoNT F protease	MazF activator	GDH-TPI counter	PrPC TRFRET	Mtb UGM inh	Rv3671c inh	Mtb FBA inh
NC(=NC(=O)c1ccc(OCC(F)(F)F)nc1)c1ccc(Cl)cc1
  0.8	-4.5	?	7	14	-6	2.2	-2	0
O=C(NCc1ccccc1CN1CCCC1)c1ccc(Cl)c(N2CCCC2=O)c1
  0.8	-1.4	-7	0	2	-5	1.9	11	-1
CCOc1ccc(S(=O)(=O)n2cnc(C)c2)cc1
  1.9	-4.6	?	0	-3	8	2.4	-7	0
O=S(=O)(c1ccccc1)N1CCN(Cc2ccc(Cl)cc2)CC1
  0.8	-6.2	5	0	-9	12	0.9	-3	1
O=C(NCc1ccc2c(c1)OCO2)c1ccccc1Cl
  -2.7	-3.9	-3	4	9	6	-1.5	5	0

Screens from PubChem BioAssay.
